FBW7 act: human FBW7 E3 ligase activation, primary screen; Q969H0; AlphaScreen FBW7–phospho-cyclin E peptide binding, activator screen; normalized activity (activation), % at 26.1 µM; 650,000 compounds, 0.13% hits; in the data active = normalized activity above about 1.9%;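 note: purified mutant Fbw7 with reduced substrate affinity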
Target sequence (Q969H0 whole entry, looked up): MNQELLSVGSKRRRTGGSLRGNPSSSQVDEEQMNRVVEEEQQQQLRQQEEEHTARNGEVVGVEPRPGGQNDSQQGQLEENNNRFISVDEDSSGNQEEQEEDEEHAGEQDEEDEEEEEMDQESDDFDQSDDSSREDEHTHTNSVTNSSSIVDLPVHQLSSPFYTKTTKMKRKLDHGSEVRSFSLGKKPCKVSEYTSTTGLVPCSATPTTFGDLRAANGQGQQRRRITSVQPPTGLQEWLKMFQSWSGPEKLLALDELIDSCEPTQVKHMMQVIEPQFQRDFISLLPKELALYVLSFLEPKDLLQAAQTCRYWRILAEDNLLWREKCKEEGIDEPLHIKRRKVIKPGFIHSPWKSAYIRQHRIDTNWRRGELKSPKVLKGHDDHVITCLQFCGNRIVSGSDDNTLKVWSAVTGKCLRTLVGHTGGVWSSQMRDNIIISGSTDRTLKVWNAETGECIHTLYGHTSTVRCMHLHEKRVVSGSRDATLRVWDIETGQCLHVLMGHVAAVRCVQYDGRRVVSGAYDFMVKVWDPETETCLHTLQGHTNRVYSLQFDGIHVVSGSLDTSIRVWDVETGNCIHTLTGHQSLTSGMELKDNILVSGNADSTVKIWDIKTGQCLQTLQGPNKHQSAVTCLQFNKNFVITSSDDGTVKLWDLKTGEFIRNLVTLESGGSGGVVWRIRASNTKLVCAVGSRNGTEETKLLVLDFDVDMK
TEAD-YAP block: TEAD-YAP interaction inhibition | AID 1259422 | 640,000 compounds, 1.4% hits | inhibition, % at 9.12 µM | HEK-TIYL cells, TEAD-Gal4/YAP UAS-luciferase luminescence; in the data active = inhibition above about 32%;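 note: 0% = median of test compound wells and 100% = reference inhibitor wells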
GPR151 ag: activates the human receptor GPR151; Q8TDV0; PathHunter beta-arrestin GPR151 cells, luminescence; activation, % at 11.2 µM; 650,000 compounds, 1% hits; AID 1508602; in the data active = activation above about 4.9%;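 note: 0% = median of compound wells and 100% = cells with positive control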
Target sequence (Q8TDV0 whole entry, looked up): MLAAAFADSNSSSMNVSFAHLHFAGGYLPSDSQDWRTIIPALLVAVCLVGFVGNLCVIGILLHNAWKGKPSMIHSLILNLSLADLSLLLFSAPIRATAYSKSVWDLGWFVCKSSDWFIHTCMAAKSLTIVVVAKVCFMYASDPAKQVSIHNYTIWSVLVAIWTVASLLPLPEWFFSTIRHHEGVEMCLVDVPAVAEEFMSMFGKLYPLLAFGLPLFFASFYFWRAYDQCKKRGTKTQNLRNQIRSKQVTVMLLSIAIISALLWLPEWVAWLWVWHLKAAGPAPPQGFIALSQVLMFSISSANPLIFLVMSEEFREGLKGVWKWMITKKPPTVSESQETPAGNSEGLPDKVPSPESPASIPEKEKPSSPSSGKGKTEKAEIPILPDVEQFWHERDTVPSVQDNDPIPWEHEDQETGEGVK
MITF inh: inhibitors of human MITF; O75030; AID 1259374; inhibition, % at 2.6 µM; AlphaScreen MITF homodimerization, bead proximity signal; 650,000 compounds, 0.91% hits; in the data active = inhibition above about 50%;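 note: 0% = vehicle wells with protein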
* marks the source's active call; other numbers are inactive results.

SMILES	FBW7 act	TEAD-YAP block	GPR151 ag	MITF inh
COC(=O)/C(C#N)=C/c1c(Oc2ccccc2)nc2c(C)cccn2c1=O	-0.1	-1.9	-0.7	1.4
O=C(Nc1ccc(-n2cnnn2)cc1)C1CCN(Cc2cc3ccccc3s2)CC1	0.1	-9.2	-1.8	3.1
Cn1c(Nc2cccc(C(F)(F)F)c2)nc2ccccc21	0.2	-29.1	-0.5	13.0
COc1ccc(Cl)cc1C(=O)NNC(=O)CCNS(=O)(=O)c1ccccc1	0.0	5.5	1.9	12.8
CC(C)C(c1nnnn1Cc1ccc2c(c1)OCO2)N1CCN(Cc2ccccc2)CC1 (stereo unspecified)	-0.2	2.2	0.6	-5.0
COc1ccc(OC)c(NC(=O)c2oc3ccccc3c2NC(=O)CC(C)C)c1	0.0	3.7	0.4	-16.3
CC1CCCCC12NC(=O)N(CC(=O)NCCc1ccccc1)C2=O (stereo unspecified)	0.0	11.6	0.4	0.0
COCCC(=O)NCC1Cc2c(ccc3cc(-c4ccc(C(C)=O)s4)ccc23)O1 (stereo unspecified)	0.3	-1.6	2.2	-8.1
COc1cccc(/C=N/NC(=O)c2nn(C)cc2Br)c1O	-0.1	-24.1	-2.8	18.2
Cc1cc(C)cc(NC(=O)C2CCN(c3nn4c(=O)cc(C)nc4s3)CC2)c1	-0.2	-4.1	0.2	-5.1
CCOC(=O)Nc1ccc2c(c1)N(C(=O)CN(CC)CC)c1ccccc1S2	0.1	-2.2	-0.9	-14.6
CCOc1ccc(C2=CC(c3ccc(Cl)cc3)n3nnnc3N2)cc1 (stereo unspecified)	-0.1	-11.4	-0.1	1.6
COc1ccc(-c2c(-c3ccccc3)sc(=Nc3ccccc3)n2-c2ccccc2)cc1	-0.1	-2.4	3.1	-3.9
Cc1ccc(CN[C@H]2C[C@H]3C(=O)N[C@H](Cc4ccccc4)C(=O)N3C2)c(C)c1	-0.1	-7.3	-0.7	8.3
COCC(=O)Nc1nc2c(s1)C(=O)CC(C(=O)NC(c1ccccc1)c1ccco1)C2 (stereo unspecified)	0.0	-82.2	-1.6	-4.5
Cc1ccc(CN2CCNC(=O)C2CC(=O)NCc2ccc(Cl)s2)o1 (stereo unspecified)	0.2	-5.5	1.0	0.8
O=C(CN1CCc2nc(N3CCCC3)[nH]c(=O)c2C1)NCc1ccco1	0.0	19.6	0.0	2.1
COc1ccc(OCC(=O)NC(=S)Nc2ccccc2O)cc1	-0.2	-10.2	-0.6	0.2
COc1cccc(-c2n[nH]c3c2CCC3)c1	0.1	-13.3	4.9	-0.7
O=C(CCCCn1c(=O)[nH]c2ccccc2c1=O)N1CC=C(c2ccccc2)CC1	0.1	0.5	-1.0	-4.6
N#Cc1ccc(OCC(=O)Nc2ccc3c(c2)C(=O)c2ccccc2C3=O)cc1	-0.1	-21.1	1.4	-22.0
CCCC(=O)Nc1nc(SCC)ns1	-0.2	-47.2	-0.7	-1.4
CC1CN(C(=S)Nc2cccc(Cl)c2)CC(C)O1 (stereo unspecified)	0.0	-0.1	0.1	-7.3
CCNC(=O)[C@@H]1C[C@@H](NCc2cccc(OC)c2OC)CN1Cc1ccc2ccccc2c1	0.5	11.0	0.7	16.6
O=C(NCCc1ccc(Cl)cc1)c1ccc2c(c1)NC(=O)C(CSCc1ccccc1Cl)N2 (stereo unspecified)	0.0	1.2	-0.5	16.7
O=C(Nc1ccc2c(c1)CCC2)c1ccc2c(=O)n(CCc3ccccc3)c(=S)[nH]c2c1	0.1	-1.9	-0.1	11.1
CCN1C(=O)c2cccc3c(S(=O)(=O)Nc4ccccc4O)ccc1c23	-0.1	8.7	1.4	7.1
NC(=O)C(=O)N/N=C/c1cn(-c2ccccc2)nc1-c1ccc2c(c1)OCCO2	0.1	-34.2	3.8	1.6
O=[N+]([O-])c1ccc(C=Nc2ccc(N=Cc3ccc([N+](=O)[O-])o3)cc2)o1	0.1	14.2	0.5	36.1
CCOc1cc(/C=C(\C#N)C(N)=O)ccc1OCc1ccccc1Cl	-0.1	4.5	1.1	7.2
O=C(Nc1nc(-c2ccc(Cl)s2)cs1)C1=COCCO1	-0.1	-40.9	1.8	-0.1
O=[N+]([O-])/C(C(Cl)=C(Cl)Cl)=C(\N1CCOCC1)n1nnc2ccccc21	-0.3	8.4	0.8	0.6
Cc1nn(CC(=O)NCCC2=CCCCC2)c(=O)c2cccn12	0.5	3.5	-2.2	8.6
CCN(CC)S(=O)(=O)c1cccc(C(=O)Nc2ccc(I)cc2)c1	0.1	4.3	2.0	3.3
CC(=O)c1ccc(NC(=O)/C(=C\c2ccc3c(c2)OCO3)NC(=O)c2ccccc2Cl)cc1	-0.1	16.3	0.2	12.5
Cn1cccc1/C=C1/SC(=Nc2ccccc2)NC1=O	-0.1	8.4	0.6	12.1
COc1ccc2nc(NC(=O)c3cn(C)c(=O)c4c3c3ccccc3n4C)sc2c1	-0.1	5.8	0.3	-3.0
Cn1cccc1C(CNS(=O)(=O)CCc1ccccc1)N1CCOCC1 (stereo unspecified)	0.0	3.8	-0.7	5.1
CC1(C(=O)O)NC(c2cc(Br)ccc2O)C2C(=O)N(c3ccccc3)C(=O)C21 (stereo unspecified)	0.2	4.2	-1.2	8.2
COc1cc(OC)c(/C=c2/sc3n(c2=O)C(N)=C(C#N)C(c2cc(Br)c(OC)cc2OC)C=3C#N)cc1Br (stereo unspecified)	0.0	2.7	1.3	-2.7
Cc1ccc(C(=O)N(c2ccc(C)cc2)c2nc(C(F)(F)F)c(-c3ccc(Cl)cc3)s2)cc1	-0.2	2.3	-0.2	3.9
Cc1ccc(CN[C@H]2C[C@H]3C(=O)N[C@@H]([C@@H](C)O)C(=O)N3C2)cc1F	1.6	14.4	-1.7	18.1
NS(=O)(=O)c1ccc(NC(=O)C2CCN(S(=O)(=O)c3ccccc3)CC2)cc1	0.4	-7.5	-0.2	16.0
COC(=O)c1ccc(N(C)S(=O)(=O)c2ccc(C)cc2)cc1	0.3	6.0	-1.3	0.2
C=CCNC(=O)/C(=C\c1ccccc1)NC(=O)c1ccccc1OC	-0.1	2.7	1.6	-17.3
Cc1c(/N=C/c2ccc(F)cc2)n(C)c(=O)n1-c1ccccc1	0.1	-7.7	-0.6	5.2
CCOC(=O)c1ccc(N2C(=O)CC(Sc3nc(O)c(CC)c(=O)[nH]3)C2=O)cc1 (stereo unspecified)	0.2	-6.1	1.1	2.8
CC1=C(C(=O)Nc2ccc(F)c(F)c2)C(c2cccc(Br)c2)NC(=O)N1 (stereo unspecified)	0.0	9.9	-0.3	-5.7
COc1ccc(S(=O)(=O)NCc2cccnc2)c2ccccc12	1.0	0.9	-0.3	9.9
Cc1ccc2oc(C(=O)Nc3cccnc3)cc2n1	0.0	-51.7	-5.0	-6.3
CCOC(=O)C1=C(C)N(c2nonc2NC(C)=O)C(N)=C(C#N)C1c1ccccc1F (stereo unspecified)	0.7	9.5	0.7	1.4
Nc1ccc(C(=O)Nc2cccc3ccccc23)cc1	0.0	-8.2	0.3	-9.0
O=C(c1ccc(N2CC(=O)N3CSCC3C2=O)cc1)N1CCCCC1 (stereo unspecified)	0.0	0.9	-0.6	12.4
Cc1cc(NC(=O)C(=O)NC(C)C)ccc1Br	0.1	-60.0	6.4*	20.6
CCOC(=O)c1nn(CCO)c2c1CN(Cc1nc(-c3ccccc3)cs1)CC2	-0.1	5.6	0.2	4.6
Oc1ccc(Cl)cc1CNCC1CCCO1 (stereo unspecified)	0.0	-0.7	3.3	13.6
COC(=O)c1ccccc1NC(=S)N1CCOCC1	-0.2	-5.2	2.2	10.2
Cc1ccccc1-c1c(C)oc2c(C)c(O)ccc2c1=O	0.1	-0.6	1.4	-5.0
c1ccc(-c2nnc(CN3CCCc4ccccc43)o2)cc1	-0.3	-5.8	0.1	9.0
CS(=O)(=O)N(CC(=O)N1CCN(c2cccc(Cl)c2)CC1)Cc1ccccc1	-0.1	-1.6	0.2	12.1

Following part:
SMILES	FBW7 act	TEAD-YAP block	GPR151 ag	MITF inh
O=C(Nc1nc2ccccc2s1)C(=O)Nc1nc2ccccc2s1	0.1	-14.8	2.2	-11.1
O=C(CN1C(=O)CN(c2ccccc2)C1=O)Nc1cccc(C(F)(F)F)c1	0.0	1.8	-1.4	-13.0
O=CN1CCN(C(=O)c2ccccc2Cl)CC1	0.1	-2.8	0.7	9.7
CCn1c(SCC(=O)Nc2cccc(OC)c2)nc2c(c1=O)SC(C)C2 (stereo unspecified)	-0.2	3.5	-0.6	3.7
COc1ccc(C2C(C(=O)OC(C)C)=C(C)N=c3s/c(=C/c4cc([N+](=O)[O-])ccc4N4CCN(C)CC4)c(=O)n32)cc1 (stereo unspecified)	0.4	3.4	-0.3	-0.3
COc1ccc(-c2noc(CN(C(=O)Nc3ccc(Cl)cc3)C(C)C)n2)cc1OC	-0.1	2.6	0.6	8.3
Cc1cnc(NCc2cccnc2)nc1NCCN(C(C)C)C(C)C	0.8	-0.3	-0.4	2.2
COc1cc([N+](=O)[O-])ccc1N1C(=O)C2C3C=CC(C)(O3)C2C1=O (stereo unspecified)	-0.1	-6.1	-0.6	5.0
CCc1cccc(C)c1NC(=O)c1cccc2c1C(=O)N(CC1CCCO1)C2 (stereo unspecified)	-0.1	-5.3	0.6	-7.8
CCOc1ccc(-n2c(=O)c(C#N)cc3c(=O)n4cccc(C)c4nc32)cc1	0.9	12.1	-0.9	13.5
OC(CCc1ccccc1)c1ccc2c(c1)CN(Cc1cn[nH]c1)CCO2 (stereo unspecified)	-0.1	-4.8	0.2	0.6
COC(=O)COc1ccc(=O)n(-c2ccccc2)n1	0.0	1.8	0.9	-1.9

13 of the compounds above, bar-delimited:
Compound | FBW7 act | TEAD-YAP block | GPR151 ag | MITF inh
COC(=O)c1ccccc1NC(=S)N1CCOCC1 | -0.2 | -5.2 | 2.2 | 10.2
Cc1ccccc1-c1c(C)oc2c(C)c(O)ccc2c1=O | 0.1 | -0.6 | 1.4 | -5.0
c1ccc(-c2nnc(CN3CCCc4ccccc43)o2)cc1 | -0.3 | -5.8 | 0.1 | 9.0
CS(=O)(=O)N(CC(=O)N1CCN(c2cccc(Cl)c2)CC1)Cc1ccccc1 | -0.1 | -1.6 | 0.2 | 12.1
O=C(Nc1nc2ccccc2s1)C(=O)Nc1nc2ccccc2s1 | 0.1 | -14.8 | 2.2 | -11.1
O=C(CN1C(=O)CN(c2ccccc2)C1=O)Nc1cccc(C(F)(F)F)c1 | 0.0 | 1.8 | -1.4 | -13.0
O=CN1CCN(C(=O)c2ccccc2Cl)CC1 | 0.1 | -2.8 | 0.7 | 9.7
CCn1c(SCC(=O)Nc2cccc(OC)c2)nc2c(c1=O)SC(C)C2 (stereo unspecified) | -0.2 | 3.5 | -0.6 | 3.7
COc1ccc(C2C(C(=O)OC(C)C)=C(C)N=c3s/c(=C/c4cc([N+](=O)[O-])ccc4N4CCN(C)CC4)c(=O)n32)cc1 (stereo unspecified) | 0.4 | 3.4 | -0.3 | -0.3
COc1ccc(-c2noc(CN(C(=O)Nc3ccc(Cl)cc3)C(C)C)n2)cc1OC | -0.1 | 2.6 | 0.6 | 8.3
Cc1cnc(NCc2cccnc2)nc1NCCN(C(C)C)C(C)C | 0.8 | -0.3 | -0.4 | 2.2
COc1cc([N+](=O)[O-])ccc1N1C(=O)C2C3C=CC(C)(O3)C2C1=O (stereo unspecified) | -0.1 | -6.1 | -0.6 | 5.0
CCc1cccc(C)c1NC(=O)c1cccc2c1C(=O)N(CC1CCCO1)C2 (stereo unspecified) | -0.1 | -5.3 | 0.6 | -7.8

The list goes on.
SMILES	FBW7 act	TEAD-YAP block	GPR151 ag	MITF inh
Cc1nc(SCc2ccc(Cl)c(Cl)c2)n[nH]1	0.1	8.0	-1.1	16.5
O=C(NCc1nnc2n1CCN(Cc1ccccc1)CC2)c1ccccn1	0.3	5.9	-0.4	3.5
C=CCNc1nc(Nc2ccccc2F)nc(OCC)n1	0.2	-48.0	-0.6	5.3
O=C(N/N=C\c1ccc(O)cc1O)c1cnccn1	-0.7	-6.0	-1.5	79.1*
Clc1cccc(Nc2nc(-c3ccncc3)nc3ccccc23)c1	0.0	2.9	2.5	-6.6
Cc1ccc(C2=NC(c3ccc(C)cc3)NC(c3cc(Br)ccc3O)C2)cc1 (stereo unspecified)	0.6	9.3	1.2	13.2
O=C(N/N=C\C=N/NC(=O)c1ccncc1)c1ccncc1	-0.2	-3.9	1.4	3.5
COc1cc(CNc2ccc(S(N)(=O)=O)cc2)ccc1OCc1ccccc1F	0.0	-21.1	1.0	11.5
CCOC(=O)C1=C(C)N=c2s/c(=C/c3ccc(N(CC)CC)cc3OC)c(=O)n2C1c1cc(OC)c(OC)cc1Br (stereo unspecified)	0.1	-7.9	-0.6	5.1
CN(Cc1ccno1)C(=O)CC1C(=O)NCCN1CCc1ccccc1 (stereo unspecified)	-0.1	-6.3	-0.3	11.5
COC(=O)c1ccc(Oc2nc(-c3ccc(Cl)cc3)cc(C(F)(F)F)n2)cc1	0.1	2.6	1.5	-0.8
COc1ccc(Nc2nc(-c3ccc(C)cc3)nc3ccccc23)cc1OC	0.0	-12.0	-0.9	-2.8
Cc1cc(NCc2cccc(C(F)(F)F)c2)nc(-c2ccc(N3CCOCC3)nc2)n1	0.0	-9.1	-1.1	4.9
COc1cccc(C(=O)Nc2c3c(nn2-c2ccc([N+](=O)[O-])cc2)CSC3)c1OC	0.1	-1.2	-2.0	-0.6
Fc1cccc(Cl)c1Cc1nnc(-c2ccccc2)o1	-0.2	-11.7	-0.5	-13.2
COC(=O)c1ccc(/C=N/NC(=O)C(=O)Nc2cccc(C)c2C)cc1	0.2	8.4	2.5	4.6
COc1cc(NC(=O)CS/C(NC(=O)c2ccccc2)=C(\C#N)C(CC(=O)c2ccccc2)c2ccccc2Cl)c(OC)cc1Cl (stereo unspecified)	0.2	16.0	-0.8	-1.6
CCOC(=O)C1CCCc2c1[nH]c1c(C(=O)O)cccc21 (stereo unspecified)	-0.1	-7.2	1.8	1.1

Source: PubChem
